Compound activity deposited in PubChem BioAssay by Sanford-Burnham Center for Chemical Genomics.
SENP8 block-1 = blocks the human protease SENP8; inhibition, % at 10 µM; 330,000 compounds, 1.2% hits; purified SENP8, Z-RLRGG-aminoluciferin cleavage, luminescence; AID 2540; in the data active = inhibition above about 50%
Target sequence (Q96LD8 whole entry, looked up): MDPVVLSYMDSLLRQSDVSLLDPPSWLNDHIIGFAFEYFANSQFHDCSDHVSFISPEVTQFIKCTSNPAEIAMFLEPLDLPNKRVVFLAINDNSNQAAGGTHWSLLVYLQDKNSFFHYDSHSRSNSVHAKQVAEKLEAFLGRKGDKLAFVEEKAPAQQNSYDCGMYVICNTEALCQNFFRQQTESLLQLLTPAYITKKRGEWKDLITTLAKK
NLRP3 yeast inh = blocks the NALP3 inflammasome reconstituted in yeast; inhibition, % at 10 µM; 330,000 compounds, 0.39% hits; Yeast reconstituted NLRP3/ASC/caspase-1, beta-gal luminescence, 24 h;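 active = inhibition of 50% or more; inactive = inhibition below 50%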;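 note: plate controls were induced DMSO wells for no effect and uninduced yeast grown without galactose for full effect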
HKDC1 inhibitor = HKDC1 (human) hexokinase inhibition; 340,000 compounds, 0.16% hits; Q2TB90; AID 493160; inhibition, % at 20 µM; recombinant HKDC1, G6PDH/diaphorase resazurin coupled fluorescence;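 active = inhibition above about 35% when tested at 20 µM, limit read from the data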;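 note: plate controls were DMSO wells with enzyme for no effect and DMSO wells lacking enzyme for full effect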
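Test system: Recombinant HKDC1 (HK5) hexokinase enzyme, produced in-house | Input: HKDC1 at 5 µg/mL | Buffer or medium: Tris pH 8.0 buffer with MgCl2, Tween-20, BSA, BME | Schedule: 90 min reaction incubation at room temperature, dark | Technique: Resazurin-to-resorufin fluorescence via G6PDH and diaphorase coupling, 525/613 nm | Controls: DMSO wells with and without enzyme mix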
PfGluPho inh = PfG6PD (Plasmodium falciparum) enzyme inhibition | PfGluPho enzyme, NADPH resazurin-diaphorase fluorescence | inhibition, % at 20 µM | 350,000 compounds, 0.78% hits | AID 504690;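 active = inhibition reaching at least a set limit at 20 µM in the primary screen, cut at about 59% in these data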;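 note: 0% = DMSO wells with substrate and 100% = DMSO wells lacking glucose-6-phosphate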
SENP6 block = inhibitors of human SENP6 protease. Recombinant SENP6 catalytic domain, aminoluciferin luminescence. inhibition, % at 10 µM. 330,000 compounds, 1.8% hits;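 active = inhibition above about 50% at the single tested dose, limit read from the data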;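 note: plate controls were DMSO wells with enzyme for no effect and DMSO wells lacking enzyme for full effect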
Target sequence (Q9GZR1 628-1112 limits assumed): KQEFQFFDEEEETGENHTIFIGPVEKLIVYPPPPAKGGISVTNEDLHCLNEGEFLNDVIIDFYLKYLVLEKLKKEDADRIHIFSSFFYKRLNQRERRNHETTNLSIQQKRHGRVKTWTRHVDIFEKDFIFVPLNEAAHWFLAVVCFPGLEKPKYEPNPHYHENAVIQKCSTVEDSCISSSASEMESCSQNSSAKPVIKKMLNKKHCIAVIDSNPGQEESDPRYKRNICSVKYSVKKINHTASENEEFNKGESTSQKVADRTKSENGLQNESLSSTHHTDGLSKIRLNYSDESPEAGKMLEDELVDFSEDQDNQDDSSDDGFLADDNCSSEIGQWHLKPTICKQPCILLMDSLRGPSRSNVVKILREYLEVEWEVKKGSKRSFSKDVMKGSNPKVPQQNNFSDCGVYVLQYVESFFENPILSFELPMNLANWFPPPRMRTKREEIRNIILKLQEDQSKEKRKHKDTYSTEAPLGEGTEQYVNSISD
SENP1 inh = inhibitors of human SENP1 SUMO protease catalytic domain; Q9P0U3; recombinant SENP1 catalytic domain, CyPet-SUMO1-YPet FRET cleavage; inhibition, % at 10 µM; 360,000 compounds, 0.21% hits;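 active = inhibition at least 30% at 10 µM, raw YFP signal under a set limit, fluorescence ratio 0.5 to 1.5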;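 note: 0% = enzyme with DMSO and 100% = no enzyme wells; some results filed as inactive read as strong as hits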
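material = recombinant human SENP1 catalytic domain, His6-tagged | quantity = 20 pM enzyme | reagent = 25 nM SUMO1 FRET substrate | compound dosing = 10 µM single point, 0.5% DMSO | timing = 50 min enzyme reaction, room temperature, light-protected | detection = FRET, CFP and YFP emission | control set = no-enzyme low, enzyme-DMSO high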
Apaf1 inhib = human Apaf-1 inhibition; reconstituted apoptosome caspase-3 activity, DEVD-Rh110 fluorescence; O14727; inhibition, % at 20 µM; AID 489030; 330,000 compounds, 0.71% hits; active = inhibition of at least 40% at 20 µM;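 note: plate controls were DMSO wells for no effect and DEVD-CHO caspase inhibitor wells for full effect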
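Material: reconstituted apoptosome with Apaf-1, cytochrome c, caspase-9, procaspase-3, dATP; medium: pH 7.5 Hepes buffer with CHAPS, BSA, DTT; also added: cytochrome c and DEVD-Rh110 substrate; timing: 30 min plus 50 min, RT; signal: Rh110 fluorescence intensity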
SENP7 block = blocks the human protease SENP7 | recombinant SENP7, Z-RLRGG-aminoluciferin luminescence, 40 min | 330,000 compounds, 1.5% hits | inhibition, % at 5 µM;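 active = inhibition above about 50% at the single test dose, limit read from the data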;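 note: plate controls were DMSO with enzyme for no effect and no enzyme buffer wells for full effect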
Target sequence (Q9BQF6 706-1050 limits assumed): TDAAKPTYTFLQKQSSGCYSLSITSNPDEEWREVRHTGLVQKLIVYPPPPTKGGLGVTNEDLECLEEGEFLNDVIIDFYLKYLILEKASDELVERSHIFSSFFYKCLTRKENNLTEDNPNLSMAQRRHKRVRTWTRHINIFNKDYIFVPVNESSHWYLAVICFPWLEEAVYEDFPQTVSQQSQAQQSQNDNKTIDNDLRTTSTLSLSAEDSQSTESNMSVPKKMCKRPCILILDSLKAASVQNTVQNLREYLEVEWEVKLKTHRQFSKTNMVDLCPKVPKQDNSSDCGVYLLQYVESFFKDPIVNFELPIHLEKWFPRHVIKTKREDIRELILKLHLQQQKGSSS
SENP8 block-2 = blocks human SENP8 cleavage of Nedd8 substrate; 360,000 compounds, 0.64% hits; recombinant SENP8, Nedd8 substrate fluorescence; Q96LD8; inhibition, % at 20 µM; AID 602440; in the data active = inhibition mostly above about 40%, no sharp cut-off; inactive = mostly below about 27%
* = called active by the depositor.

Results for Cc1ccc(-c2cc(C(=O)Nc3c(C)n(C)n(-c4ccccc4)c3=O)no2)cc1 ?
SENP8 block-1: -2; NLRP3 yeast inh: 2; HKDC1 inhibitor: 0; PfGluPho inh: -20; SENP6 block: 16; SENP1 inh: 0; Apaf1 inhib: -7; SENP7 block: 3; SENP8 block-2: 15

What do the screens show for `CCCCn1c(CCl)nc2cc(S(=O)(=O)N3CCOCC3)ccc21`?
SENP8 block-1: -3; NLRP3 yeast inh: 21; HKDC1 inhibitor: 5; PfGluPho inh: -12; SENP6 block: -9; SENP1 inh: -2; Apaf1 inhib: 0; SENP7 block: 9; SENP8 block-2: -11

What do the screens show for `CCOC(=O)c1c(C)[nH]c(C(C)=O)c1C`?
SENP8 block-1: -4; NLRP3 yeast inh: 8; HKDC1 inhibitor: -4; PfGluPho inh: -14; SENP6 block: 0; SENP1 inh: 0; Apaf1 inhib: -5; SENP7 block: 0; SENP8 block-2: 18

What do the screens show for `COc1ccccc1N1CC(C(=O)OCC(=O)c2ccc(F)cc2)CC1=O` (stereo not given)?
SENP8 block-1: -2; NLRP3 yeast inh: -1; HKDC1 inhibitor: -4; PfGluPho inh: -6; SENP6 block: -8; SENP1 inh: 3; Apaf1 inhib: -8; SENP7 block: -4; SENP8 block-2: 18

Results for CC(C)[C@H](NS(=O)(=O)c1ccccc1)C(=O)OCC(=O)NC(=O)NC1CCCCC1 ?
SENP8 block-1: 13; NLRP3 yeast inh: 6; HKDC1 inhibitor: -3; PfGluPho inh: 1; SENP6 block: 4; SENP1 inh: 1; Apaf1 inhib: 5; SENP7 block: -7; SENP8 block-2: 4

How did O=C(COC(=O)c1cc(Cl)ccc1O)NC(=O)NCc1ccccc1 do in these assays?
SENP8 block-1: -7; NLRP3 yeast inh: -11; HKDC1 inhibitor: -5; PfGluPho inh: -14; SENP6 block: -14; SENP1 inh: 3; Apaf1 inhib: 9; SENP7 block: -7; SENP8 block-2: -235

How did CCN(CC(=O)NCc1ccc(Cl)cc1)CC(=O)NC1(C#N)CCCC1 do in these assays?
SENP8 block-1: -12; NLRP3 yeast inh: -15; HKDC1 inhibitor: -4; PfGluPho inh: -1; SENP6 block: -13; SENP1 inh: 0; Apaf1 inhib: 13; SENP7 block: -8; SENP8 block-2: 3

Results for O=S(=O)(c1cccs1)N1CCN(c2ccccc2)CC1 ?
SENP8 block-1: 0; NLRP3 yeast inh: 44; HKDC1 inhibitor: -3; PfGluPho inh: -1; SENP6 block: -11; SENP1 inh: 2; Apaf1 inhib: 0; SENP7 block: 7; SENP8 block-2: 3

How did CN1/C(=C/C2CC(=O)N(c3ccc([N+](=O)[O-])cc3)C2=O)C(C)(C)c2ccccc21 (stereo not given) do in these assays?
SENP8 block-1: 2; NLRP3 yeast inh: 0; HKDC1 inhibitor: -4; PfGluPho inh: 8; SENP6 block: -4; SENP1 inh: 28; Apaf1 inhib: -3; SENP7 block: -3; SENP8 block-2: 28

Results for Nc1ccccc1N=Nc1ccccc1N ?
SENP8 block-1: 77*; NLRP3 yeast inh: 48; HKDC1 inhibitor: -1; PfGluPho inh: 14; SENP6 block: 86*; SENP1 inh: 13; Apaf1 inhib: 9; SENP7 block: 85*; SENP8 block-2: -88

Results for O=C(Nc1ccc(N2CCOCC2)cc1)c1cccc(-n2cnnc2)c1 ?
SENP8 block-1: 1; NLRP3 yeast inh: 5; HKDC1 inhibitor: -3; PfGluPho inh: 2; SENP6 block: 0; SENP1 inh: -1; Apaf1 inhib: 6; SENP7 block: -2; SENP8 block-2: 9

Results for C/C(N)=C(/C#N)C(=O)COC(=O)[C@@H](NC(=O)c1ccccc1Cl)C(C)C ?
SENP8 block-1: -1; NLRP3 yeast inh: 27; HKDC1 inhibitor: -13; PfGluPho inh: 3; SENP6 block: -8; SENP1 inh: 3; Apaf1 inhib: 0; SENP7 block: 2; SENP8 block-2: 7

What do the screens show for `O=[N+]([O-])c1ccc(O)c(/C=N/Nc2ccc(Cl)nn2)c1`?
SENP8 block-1: 27; NLRP3 yeast inh: 30; HKDC1 inhibitor: -27; PfGluPho inh: 24; SENP6 block: 54*; SENP1 inh: 5; Apaf1 inhib: 16; SENP7 block: -7; SENP8 block-2: 20

Results for COc1ccc(C(=O)NC(=S)N2CCN(c3ccccc3O)CC2)cc1 ?
SENP8 block-1: 2; NLRP3 yeast inh: 14; HKDC1 inhibitor: 13; PfGluPho inh: 15; SENP6 block: 13; SENP1 inh: 1; Apaf1 inhib: -6; SENP7 block: 4; SENP8 block-2: 1

Results for O=C(Cn1cccc1C(=O)c1ccccc1)NCc1ccccn1 ?
SENP8 block-1: -6; NLRP3 yeast inh: 10; HKDC1 inhibitor: 1; PfGluPho inh: -21; SENP6 block: -21; SENP1 inh: 0; Apaf1 inhib: -2; SENP7 block: 0; SENP8 block-2: 12

Some of these compounds in order of number of heavy atoms, ascending.
What do the screens show for `O=[N+]([O-])c1ccc(O)c(/C=N/Nc2ccc(Cl)nn2)c1`?
SENP8 block-1: 27; NLRP3 yeast inh: 30; HKDC1 inhibitor: -27; PfGluPho inh: 24; SENP6 block: 54*; SENP1 inh: 5; Apaf1 inhib: 16; SENP7 block: -7; SENP8 block-2: 20

What do the screens show for `CCCCn1c(CCl)nc2cc(S(=O)(=O)N3CCOCC3)ccc21`?
SENP8 block-1: -3; NLRP3 yeast inh: 21; HKDC1 inhibitor: 5; PfGluPho inh: -12; SENP6 block: -9; SENP1 inh: -2; Apaf1 inhib: 0; SENP7 block: 9; SENP8 block-2: -11

How did CN1/C(=C/C2CC(=O)N(c3ccc([N+](=O)[O-])cc3)C2=O)C(C)(C)c2ccccc21 (stereo not given) do in these assays?
SENP8 block-1: 2; NLRP3 yeast inh: 0; HKDC1 inhibitor: -4; PfGluPho inh: 8; SENP6 block: -4; SENP1 inh: 28; Apaf1 inhib: -3; SENP7 block: -3; SENP8 block-2: 28

(list continues)
Results for C/C=C\C=C\C(=O)Nc1cccc(C2=NOC3(C2)C[C@@H](C(N)=O)N(C(=O)C(c2ccccc2)c2ccccc2)C3)c1 (stereo not given in full) ?
SENP8 block-1: 5; NLRP3 yeast inh: 12; HKDC1 inhibitor: 3; PfGluPho inh: 27; SENP6 block: 0; SENP1 inh: -4; Apaf1 inhib: 24; SENP7 block: 7; SENP8 block-2: -10

Results for CCCCC(=O)Nc1nc(-c2ccc(S(=O)(=O)N3CCOCC3)cc2)cs1 ?
SENP8 block-1: 7; NLRP3 yeast inh: 0; HKDC1 inhibitor: -2; PfGluPho inh: 34; SENP6 block: -8; SENP1 inh: 0; Apaf1 inhib: 2; SENP7 block: -8; SENP8 block-2: -35

Results for Cc1ccc(C(=O)NC(=S)NNC(=O)COc2ccccc2C)cc1 ?
SENP8 block-1: -1; NLRP3 yeast inh: 20; HKDC1 inhibitor: -7; PfGluPho inh: -3; SENP6 block: -3; SENP1 inh: -1; Apaf1 inhib: -3; SENP7 block: 5; SENP8 block-2: 10

How did CC(=O)Nc1ccc2nc(-c3ccc(Br)o3)[nH]c2c1 do in these assays?
SENP8 block-1: -4; NLRP3 yeast inh: 7; HKDC1 inhibitor: 7; PfGluPho inh: 31; SENP6 block: 11; SENP1 inh: -16; Apaf1 inhib: 2; SENP7 block: 1; SENP8 block-2: -84

How did COc1cc(C(=O)N/N=C/c2cccc(Oc3ccccc3)c2)ccc1O do in these assays?
SENP8 block-1: 2; NLRP3 yeast inh: 13; HKDC1 inhibitor: 6; PfGluPho inh: 41; SENP6 block: 8; SENP1 inh: 2; Apaf1 inhib: 0; SENP7 block: -1; SENP8 block-2: 5

How did COc1ccc(S(=O)(=O)N2CCCCCC2)cc1C(=O)N1CCN(c2ccccc2O)CC1 do in these assays?
SENP8 block-1: 7; NLRP3 yeast inh: 13; HKDC1 inhibitor: 8; PfGluPho inh: 8; SENP6 block: 3; SENP1 inh: 1; Apaf1 inhib: 6; SENP7 block: 4; SENP8 block-2: 27

How did C=CCn1c(=O)[nH]c2cc(C(=O)N3CCN(c4cc(C)ccc4C)CC3)ccc2c1=O do in these assays?
SENP8 block-1: 7; NLRP3 yeast inh: 9; HKDC1 inhibitor: -7; PfGluPho inh: -2; SENP6 block: 2; SENP1 inh: 0; Apaf1 inhib: 13; SENP7 block: -2; SENP8 block-2: 29

How did CCOc1ccc2nc(SCC(=O)Nc3cc4c(cc3C(C)=O)OCO4)[nH]c2c1 do in these assays?
SENP8 block-1: -10; NLRP3 yeast inh: -2; HKDC1 inhibitor: -1; PfGluPho inh: -17; SENP6 block: -11; SENP1 inh: -1; Apaf1 inhib: 14; SENP7 block: -2; SENP8 block-2: -64

Results for CCOC(=O)CC(=O)Nc1ccccc1C(=O)O ?
SENP8 block-1: -6; NLRP3 yeast inh: -9; HKDC1 inhibitor: 3; PfGluPho inh: -6; SENP6 block: -13; SENP1 inh: 3; Apaf1 inhib: 7; SENP7 block: 2; SENP8 block-2: 5

What do the screens show for `CC(=O)NC(NC(=S)Nc1ccc(N=Nc2ccccc2)cc1)C(Cl)(Cl)Cl` (stereo not given)?
SENP8 block-1: -3; NLRP3 yeast inh: 9; HKDC1 inhibitor: 0; PfGluPho inh: -4; SENP6 block: 2; SENP1 inh: 4; Apaf1 inhib: 13; SENP7 block: 3; SENP8 block-2: 32

Results for CCC(=O)N(Cc1cc2cc(C)c(C)cc2[nH]c1=O)C1CCCCC1 ?
SENP8 block-1: 0; NLRP3 yeast inh: 13; HKDC1 inhibitor: 0; PfGluPho inh: -2; SENP6 block: 14; SENP1 inh: 0; Apaf1 inhib: 16; SENP7 block: 3; SENP8 block-2: -113

How did Brc1ccc(-c2cn3c(n2)CCc2ccc4cccnc4c2-3)cc1 do in these assays?
SENP8 block-1: 7; NLRP3 yeast inh: 11; HKDC1 inhibitor: 5; PfGluPho inh: -2; SENP6 block: -4; SENP1 inh: -14; Apaf1 inhib: 25; SENP7 block: 1; SENP8 block-2: -300

What do the screens show for `O=C(c1n[nH]c2c1CCC2)N1CCCC(Nc2cccc(F)c2)C1` (stereo not given)?
SENP8 block-1: -5; NLRP3 yeast inh: 2; HKDC1 inhibitor: -5; PfGluPho inh: 39; SENP6 block: 0; SENP1 inh: 1; Apaf1 inhib: 10; SENP7 block: -8; SENP8 block-2: -2

How did COc1ccc(CCNC(=O)COC(=O)C2CC2C)cc1 (stereo not given) do in these assays?
SENP8 block-1: -3; NLRP3 yeast inh: 17; HKDC1 inhibitor: 0; PfGluPho inh: -14; SENP6 block: 5; SENP1 inh: 4; Apaf1 inhib: -16; SENP7 block: -2; SENP8 block-2: 10

How did C=CCc1ccccc1Oc1cc(F)nc(N)n1 do in these assays?
SENP8 block-1: 12; NLRP3 yeast inh: -16; HKDC1 inhibitor: -2; PfGluPho inh: 8; SENP6 block: -5; SENP1 inh: 1; Apaf1 inhib: -1; SENP7 block: -6; SENP8 block-2: -10

What do the screens show for `CC(=O)Nc1ccc(NC(=O)Cn2cc3c(n2)CCCC3)cc1`?
SENP8 block-1: -13; NLRP3 yeast inh: 9; HKDC1 inhibitor: -11; PfGluPho inh: -10; SENP6 block: -1; SENP1 inh: -1; Apaf1 inhib: 6; SENP7 block: 0; SENP8 block-2: 19
